SUMO1-SIM PPI: SUMO1-SIM interaction modulation. P63165. SUMO1 binding to a labelled peptide, TR-FRET, 1 h. inhibition, % at 20 µM. actives 0.33% (n = 360,000). AID 602429; in the data active = inhibition above about 37%
Target sequence (P63165 whole entry, looked up): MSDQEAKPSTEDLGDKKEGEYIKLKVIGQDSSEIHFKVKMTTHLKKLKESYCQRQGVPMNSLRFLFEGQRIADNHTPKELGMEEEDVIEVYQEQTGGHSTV
LMPTP block: LMPTP (human) inhibition. P24666. recombinant LMPTP-A, OMFP fluorogenic substrate, fluorescence intensity. inhibition, % at 20 µM. actives 0.22% (n = 360,000). AID 651560;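 active = compounds that cut the enzyme signal by at least half of the control window in the single-dose screen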;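 also: plate controls were DMSO wells with enzyme plus substrate for no effect and substrate without enzyme for full effect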
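Assay system: LMPTP-A enzyme. Input: 0.625 nM LMPTP-A final. Probe or stimulus: 400 µM OMFP. Compound dosing: single 20 µM dose. Schedule: 50 min dark incubation at room temperature. Detection: fluorescence intensity of OMFP turnover product. Read-out: percent inhibition versus substrate-only and uninhibited controls. Benchmarks: no-enzyme low control, uninhibited high control.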
Neddyl block: inhibitors of human cullin neddylation; P61081+Q13564; TR-FRET cullin neddylation, biochemical; calls only at 25 µM; actives 0.58% (n = 360,000); AID 651699; in the data active = inhibition above about 36%
Rin1 Abl inh: inhibitors of human Rin1-Abl protein interaction | P00519+Q13671 | TR-FRET Rin1/Abl binding, biochemical | inhibition, % at 7.35 µM | actives 0.4% (n = 360,000) | AID 588664; in the data active = inhibition above about 5%, passing the limit was not always enough
STEP block: STEP (human) phosphatase inhibition; recombinant STEP, OMFP fluorogenic substrate, fluorescence; inhibition, % at 20 µM; P54829; actives 0.25% (n = 360,000); AID 588621;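 active = inhibition at 20 µM, scaled per plate between control wells, above about 37%, limit read from the data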;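 also: 0% = DMSO with enzyme and substrate and 100% = substrate only without enzyme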
Target sequence (P54829 whole entry, looked up): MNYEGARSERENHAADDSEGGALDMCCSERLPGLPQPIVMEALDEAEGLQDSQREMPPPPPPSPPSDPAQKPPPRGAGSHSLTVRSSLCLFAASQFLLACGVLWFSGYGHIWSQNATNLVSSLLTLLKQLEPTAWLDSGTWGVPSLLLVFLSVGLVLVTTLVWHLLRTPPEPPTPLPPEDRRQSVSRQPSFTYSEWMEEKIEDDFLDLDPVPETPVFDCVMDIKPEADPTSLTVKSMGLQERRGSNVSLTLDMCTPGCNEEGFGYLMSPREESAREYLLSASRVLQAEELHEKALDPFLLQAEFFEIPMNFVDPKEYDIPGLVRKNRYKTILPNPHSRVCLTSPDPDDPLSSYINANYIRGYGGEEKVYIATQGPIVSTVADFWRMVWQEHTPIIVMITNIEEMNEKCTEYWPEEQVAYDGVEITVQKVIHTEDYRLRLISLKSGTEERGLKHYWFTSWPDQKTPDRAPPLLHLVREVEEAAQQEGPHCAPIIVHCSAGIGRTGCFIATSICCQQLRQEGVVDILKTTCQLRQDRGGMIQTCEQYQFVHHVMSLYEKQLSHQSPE
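medium = Bis-Tris buffer pH 6.0, 2.5 mM DTT, 0.005% Tween 20 | test system = STEP (striatal-enriched tyrosine phosphatase) enzyme, cell-free | measure = normalized % inhibition | compound dosing = 20 µM, 1% DMSO | also added = 25 µM OMFP | schedule = reaction 20 min, ambient temperature | measured by = fluorescence read at 480 nm ex / 540 nm em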
Rpn11 inh: inhibitors of human proteasome Rpn11. O00487. human 26S proteasome, Ub4-pepOG fluorescence polarization; 20S core pre-blocked with epoxomicin. calls only at 20 µM. actives 0.59% (n = 360,000). AID 588493;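 active = inhibition at 20 µM, scaled to each plate's controls, above about 33%, limit read from the data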
NadD inh: blocks S. aureus nicotinate mononucleotide adenylyltransferase; purified NadD enzyme, colorimetric absorbance read-out; inhibition, % at 20 µM; actives 0.78% (n = 360,000); AID 602399; in the data active = inhibition above about 26%; also: some compounds past the cut are filed as inactive
DNMT1 inh: DNMT1 (human) enzyme inhibition; P26358; DNMT1 molecular beacon, Hinp1I cleavage, fluorescence; inhibition (reported as % activation of signal), % at 10 µM; actives 0.83% (n = 360,000); AID 588458; in the data active = inhibition above about 50%
CSN inh: CSN deneddylation inhibition; actives 0.38% (n = 360,000); inhibition, % at 12.5 µM; AID 651999; Purified CSN, SCF-Nedd8-OG deneddylation, fluorescence polarization; Q92905;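 active = pattern-corrected inhibition above about 35%, with an unprinted fluorescence ratio check between 0.5 and 1.5, limit read from the data, passing the limit was not always enough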;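 also: 0% = enzyme with substrate and 100% = substrate without enzyme; some results filed as inactive read as strong as hits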
Target sequence (Q92905 whole entry, looked up, one chain of several): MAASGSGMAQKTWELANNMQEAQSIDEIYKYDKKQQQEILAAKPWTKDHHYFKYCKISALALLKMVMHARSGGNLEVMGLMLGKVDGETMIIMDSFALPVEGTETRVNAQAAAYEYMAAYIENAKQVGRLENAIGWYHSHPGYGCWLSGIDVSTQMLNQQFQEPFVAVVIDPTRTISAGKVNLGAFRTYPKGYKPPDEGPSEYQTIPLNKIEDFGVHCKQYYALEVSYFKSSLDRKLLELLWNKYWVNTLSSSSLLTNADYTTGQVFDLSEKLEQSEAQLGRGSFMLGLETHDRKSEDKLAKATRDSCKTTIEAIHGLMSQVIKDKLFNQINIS
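assay system = purified human Csn5 enzyme expressed in HEK293T cells | amount = 0.24 nM enzyme | buffer or medium = Tris/NaCl/DTT buffer, pH 7.5 | reagent = 10 nM SCFSkp2-Nedd8OG | compound = one concentration, 12.5 µM, 0.25% DMSO | times = 90 min reaction at room temperature | signal = FP | read-out basis = % inhibition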
Scp1 inh: blocks human Scp-1 phosphatase activity | Q9GZU7 | Recombinant Scp1, phosphopeptide, malachite green phosphate absorbance | inhibition, % at 20 µM | actives 0.88% (n = 340,000) | AID 493091;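 active = inhibition above about 50% at 20 µM, limit read from the data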;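 also: plate controls were DMSO wells with enzyme for no effect and wells lacking enzyme for full effect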
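Test system: SCP-1 phosphatase catalytic domain, residues 76-261 | Compound dosing: One concentration, 20 µM, with 1.0% DMSO | Schedule: 45 min room-temperature reaction, 5 min colour, 30 min stabiliser | Detection: Absorbance at 630 nm | Read-out basis: % inhibition of SCP-1 phosphate liberation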
* marks the source's active call; other numbers are inactive results; i = inactive; x = no result given; + = active, no number.

SMILES	SUMO1-SIM PPI	LMPTP block	Neddyl block	Rin1 Abl inh	STEP block	Rpn11 inh	NadD inh	DNMT1 inh	CSN inh	Scp1 inh
COc1ccccc1-c1cnc(C(O)c2ccc(Cl)c(F)c2)[nH]1 (stereo not given)	3	-0.8	i	2	-1	i	-4	-5	0	x
COc1c(C)cccc1C(=O)NCCCNC(=O)c1ccc(C)nc1	4	-1.6	i	4	0	i	2	1	0	-5
O=C1N(Cc2cccc(Cl)c2)C[C@@H]2C[C@@H](c3c[nH]c4ccccc34)N3CCC[C@@]123	-5	4.0	i	1	-3	x	13	-13	49*	-1
CC1(C(=O)NS(=O)(=O)c2ccccc2C(F)(F)F)CCN1C(=O)CCc1ccccc1 (stereo not given)	2	-2.6	i	-1	-1	i	0	-1	3	x
CCOP(=O)(OCC)/C(C#N)=C(\O)c1ccc(OC)cc1	3	-1.3	i	-2	-1	i	1	2	1	2
C[C@H]1CCC(=O)N([C@H](CSc2ccc(Br)cc2)Cc2ccccc2)CC1	1	5.5	i	3	5	i	7	3	2	-8
CCCCN(C(=O)CNC(=O)c1ccco1)C(C(=O)NC1CCCC1)c1ccc(OC)cc1 (stereo not given)	-2	-0.6	i	2	-10	i	-1	8	4	3
NC(=O)C1=CN(Cc2ccc(Cl)cc2)CCC1C(F)(F)F (stereo not given)	-4	-1.1	i	-1	1	i	2	1	-5	3
CC(Sc1nncn1C)C(=O)Nc1nnc(C(C)C)s1 (stereo not given)	1	-0.1	i	1	-5	i	2	5	-6	-5
O=C(CCNS(=O)(=O)c1ccccc1F)NC1CCCCCC1	-2	1.8	i	-2	-3	i	2	4	-3	-4
COc1cc(CN(C)Cc2cc(=O)oc3cc(C)c(Cl)cc23)ccc1OC(F)F	0	3.0	i	1	3	i	0	-1	2	-7
Cc1ccc(C)c(OCC(=O)Nc2cccc(S(=O)(=O)NC3=NCCCCC3)c2)c1	13	0.7	i	2	0	i	-4	-2	-1	4
COc1ccc(S(=O)(=O)N2CCC3(CC2)CC(=O)c2ccccc2O3)cc1	4	0.9	i	4	0	i	-5	-2	3	-12
Cn1nnnc1SCC(=O)NNC(=O)c1ccc(Br)cc1	-3	2.8	i	1	0	i	1	9	-10	23
COc1ncnc2c1ncn2CCCNC1CCN(Cc2ccccc2)CC1	-9	-1.1	i	-1	0	i	8	15	0	x
Nc1ccccc1C(=O)NNC(=O)C(=O)/C=C(\O)c1ccccc1	2	5.5	+	2	3	i	72*	1	6	-14
O=c1c2ccccc2nc(/C=C/c2ccc(Br)cc2)n1CCCO	-22	1.1	i	-2	-4	i	-9	-6	1	-3
COC[C@@H]1CCCN1[C@@H]1CS(=O)(=O)N[C@H]1COCc1ccccc1	1	-1.7	i	1	0	i	-2	4	1	x
C=CCn1c(SCCC)nc2sc3c(c2c1=O)CCc1ccccc1-3	4	2.6	i	-2	4	i	-4	5	-2	-8
CCc1cc(-c2nc(N)ncc2-c2csc(C)n2)c(O)cc1OC	0	1.4	i	0	-1	i	-4	3	1	-7
Nc1nnc(SCC(=O)NNC(=O)c2ccccc2)s1	6	-0.8	i	-3	0	i	0	1	-3	-1
CC(OC(=O)Cn1cnc2c1c(=O)n(C)c(=O)n2C)C(=O)NC1(C#N)CCCCC1 (stereo not given)	1	-1.7	i	1	-4	i	-6	2	1	3
Cc1ccc(NC(=O)c2ccccc2NS(=O)(=O)c2ccc(Cl)s2)cc1	8	3.2	i	1	-3	i	-4	-13	-1	-15
Cc1ccc(Cn2cc(CN3CC(N4CCN(C5CCN(C)CC5)CC4)CS3(=O)=O)nn2)cc1 (stereo not given)	-22	-6.3	i	x	x	x	-3	x	-5	x
O=C(NCc1ccccc1)c1cc(=O)nc2sc(-c3ccccc3)nn12	-2	-1.3	i	-3	0	i	2	7	2	-8

Records listed above shown as hits in NadD inh.
| Compound | SUMO1-SIM PPI | LMPTP block | Neddyl block | Rin1 Abl inh | Rpn11 inh | NadD inh | DNMT1 inh | CSN inh | Scp1 inh |
| --- | --- | --- | --- | --- | --- | --- | --- | --- | --- |
| Nc1ccccc1C(=O)NNC(=O)C(=O)/C=C(\O)c1ccccc1 | 2 | 5.5 | + | 2 | i | 72* | 1 | 6 | -14 |

(list continues)
SMILES	SUMO1-SIM PPI	LMPTP block	Neddyl block	Rin1 Abl inh	STEP block	Rpn11 inh	NadD inh	DNMT1 inh	CSN inh	Scp1 inh
O=C(CCCN1C(=O)C2CC=CCC2C1=O)Nc1ccccc1Cl (stereo not given)	3	-1.6	i	2	-1	i	-6	2	4	-8
COc1cccc(CNc2nc3cc(-c4ccccc4C)sc3c(=O)n2C)c1OC	-15	5.8	i	-4	-3	i	5	-15	1	x
CC(C)Oc1ccc(CN2CCC(n3nccc3NC(=O)c3cccnc3)CC2)cc1	-3	-0.9	i	0	-1	i	-7	-3	-3	-5
O=C(Nc1ccc2c(c1)CCC2)c1cccc(OC(F)F)c1	0	1.8	i	5	-2	i	-7	3	-1	-15
CN1CCN(S(=O)(=O)NC[C@H]2O[C@@H](n3cnc4c(N)ncnc43)[C@H](O)[C@@H]2O)CC1	1	-0.6	i	5	-2	i	1	-1	0	10
CCOc1ncccc1C(=O)Nc1cc(S(=O)(=O)N2CCOCC2)ccc1OCC(F)(F)F	-13	2.3	i	0	1	i	-7	1	4	-10
CC(C)(C)c1cc(C(=O)Nc2ccccc2)ccn1	-1	-0.6	i	3	0	i	1	-2	-1	0
COCCNc1nc(-c2ccccc2)nc2ccccc12	3	34	i	1	1	i	-6	1	-1	-6
Cc1ccc(Cl)cc1NC(=O)COC(=O)CC1CCCCC1	-2	0.9	i	3	1	i	-5	9	-3	24
CNc1ncc(C(=O)C(C)(C)C)s1	-4	-3.9	i	-2	4	i	-3	0	-5	0
CCOC(=O)C1C(c2ccccc2)C(C(=O)OCC)C1c1ccccc1 (stereo not given)	-3	0.4	i	5	0	i	-6	-3	2	-7
COC(=O)Cc1ccc(NC(=S)NCCO)cc1	6	-2.9	i	-3	0	i	0	-1	-1	-7
Cc1ccccc1CSc1nnc(C)c(=O)[nH]1	7	-1.1	i	0	1	i	-4	3	3	-16
COC(=O)C1C(=O)C2=C(CC1C)Nc1ccccc1NC2c1cccs1 (stereo not given)	-2	-1.9	i	-6	-1	i	1	-1	0	-7
Cc1ccnc(NC(=O)Nc2ccc3c(c2)OCO3)c1	-3	-0.7	i	-1	-2	i	-3	8	5	-5
CC(C)(C)NC(=O)COC(=O)c1ccc(NC(=O)CC#N)cc1	-1	-0.7	i	-3	-2	i	-5	-4	-10	-5
Cc1cc(N=NC(=O)c2ccccc2O)c2ccccc2c1O	1	29	i	-6	97*	i	-1	-3	-1	95*
CCOC(=O)C1CCCCN1C(=O)/C(=C/c1ccc(OC)cc1)c1ccc(OC)c(OC)c1 (stereo not given)	8	-0.1	i	-2	-3	i	-1	2	6	-8
COCCNC(=O)c1ccccc1-c1nc(-c2ccccc2Cl)no1	-2	-0.7	i	-3	5	i	2	3	-1	3
CC(=O)c1ccc(NC(=O)c2ccc3c(Cl)c4c(nc3c2)CCCC4)cc1	2	3.8	i	-1	-3	i	3	76*	9	1
CN(C(=O)C1CCOC1)c1nnc(-c2cccnc2)s1 (stereo not given)	0	-0.8	i	4	-1	i	0	4	0	8
CCOc1ccc(/C=C2\SC(=S)N(NS(=O)(=O)c3ccc(C)cc3)C2=O)cc1OC	2	1.2	i	-2	6	i	11	4	3	-8
COc1cccc(CNC(=O)C2CCN(C(=O)N3CC(C)Oc4ccccc43)CC2)c1 (stereo not given)	-2	-1.4	i	1	-1	i	1	23	3	-8
CCCCCCCCNC(C)C(O)c1ccc(SC(C)C)cc1 (stereo not given)	-38	-7.9	i	1	-3	i	3	8	-2	-6
COCCN(C(=O)COc1ccccc1)c1nnc(-c2cccnc2)s1	-1	-0.4	i	3	-6	i	0	7	3	1

Some of these compounds in order of their number in LMPTP block, falling.
Compound | LMPTP block
COc1cccc(CNc2nc3cc(-c4ccccc4C)sc3c(=O)n2C)c1OC | 5.8
CCOC(=O)C1CCCCN1C(=O)/C(=C/c1ccc(OC)cc1)c1ccc(OC)c(OC)c1 (stereo not given) | -0.1
COC(=O)C1C(=O)C2=C(CC1C)Nc1ccccc1NC2c1cccs1 (stereo not given) | -1.9
CNc1ncc(C(=O)C(C)(C)C)s1 | -3.9

Next part
SMILES	SUMO1-SIM PPI	LMPTP block	Neddyl block	Rin1 Abl inh	STEP block	Rpn11 inh	NadD inh	DNMT1 inh	CSN inh	Scp1 inh
CCOC(=O)c1csc(NC(=O)c2ccc(OCC)cc2)n1	-4	-0.8	i	0	-2	i	-6	0	14	-10
COc1ccc(C(=O)Nc2ccccc2C(=O)N2CCOCC2)cc1	4	-0.3	i	1	1	i	0	0	-5	1
O=[N+]([O-])c1ccc(N/N=C/c2c[nH]c3ccccc23)cc1	-29	9.5	i	-2	-6	+	2	-30	57*	-2
COc1ccccc1/C=C/CN1CCC(n2nccc2NC(=O)CCc2ccccc2)CC1	-2	2.7	i	1	2	i	9	-7	0	11
Cc1sc(N2C(=O)C3C(C2=O)[C@H]2C=C[C@@H]3C2)c(C#N)c1C (stereo not given in full)	-2	-1.4	i	3	2	i	-7	4	-8	-14
CN1CCN(c2ccc(S(=O)(=O)N3CCCCC3)cc2NC(=O)COc2ccc([N+](=O)[O-])cc2)CC1	-27	3.1	i	-3	0	i	5	-10	0	11
C=C(C)C(=O)Nc1ccc(NC(C)C)cc1	-1	-0.3	i	0	-1	i	0	0	-1	-10
CCOc1ccc(C(=O)COC(=O)c2cc(=O)[nH]c3ccccc23)cc1	-4	0.1	i	3	0	i	0	-3	5	-6
CCc1noc(C)c1C(=O)N1CCCSC1=Nc1ccccc1	3	0.6	i	2	-2	i	-3	3	6	7
NNc1ccc([N+](=O)[O-])c2[nH][nH]c(=O)c12	99*	84*	i	6	96*	i	19	85*	91	x
CCOC(=O)N1CCN(C(=O)Nc2ccccc2)CC1	0	-0.6	i	3	1	i	-5	0	-7	-2
O=C1CCC(C(=O)NCc2cccnc2)N1 (stereo not given)	-1	-3.8	i	2	-2	i	0	5	1	0
O=C1CN(C(=O)c2cc3ccccc3o2)c2ccccc2N1	-1	-0.7	i	0	-5	i	0	-14	-2	2
O=C(/C=C/c1ccccc1[N+](=O)[O-])NCC1CCCO1 (stereo not given)	-13	1.2	i	0	5	i	-3	6	-4	-7
COCCNC(=S)N/N=C/c1ccccc1C(=O)O	1	-0.8	i	-3	-10	i	-2	5	9	-5
CCOCCCNC(=S)Nc1ccc2nc(N3CCCC3)cc(C)c2c1	-8	18	x	-2	1	i	-1	-4	2	-5
N#Cc1cnn(-c2ccccc2)c1N	2	-1.8	i	-1	1	i	1	1	2	-6
